MOR-DOR ag – OPRM1-OPRD1 heterodimerization agonism | P35372+P41143 | cells, luminescence | activation, % at 9.3 µM | hit rate 0.3% among 340,000; in the data active = activation above about 18%;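 also: 0% = vehicle-treated cells and 100% = reference agonist; values of inactives mirror those of a sister screen read the other way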
Target sequence (P35372 whole entry, looked up): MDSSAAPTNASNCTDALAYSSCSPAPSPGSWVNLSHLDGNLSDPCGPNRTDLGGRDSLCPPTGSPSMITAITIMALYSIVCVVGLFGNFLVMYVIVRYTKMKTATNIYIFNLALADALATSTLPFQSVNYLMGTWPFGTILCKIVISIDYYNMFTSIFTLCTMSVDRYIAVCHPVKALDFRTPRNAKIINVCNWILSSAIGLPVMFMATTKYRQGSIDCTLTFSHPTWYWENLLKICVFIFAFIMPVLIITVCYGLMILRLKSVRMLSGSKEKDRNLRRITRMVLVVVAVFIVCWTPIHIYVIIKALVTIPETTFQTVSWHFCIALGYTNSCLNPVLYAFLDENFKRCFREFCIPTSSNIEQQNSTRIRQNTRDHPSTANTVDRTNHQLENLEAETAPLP
Target sequence (P41143 whole entry, looked up): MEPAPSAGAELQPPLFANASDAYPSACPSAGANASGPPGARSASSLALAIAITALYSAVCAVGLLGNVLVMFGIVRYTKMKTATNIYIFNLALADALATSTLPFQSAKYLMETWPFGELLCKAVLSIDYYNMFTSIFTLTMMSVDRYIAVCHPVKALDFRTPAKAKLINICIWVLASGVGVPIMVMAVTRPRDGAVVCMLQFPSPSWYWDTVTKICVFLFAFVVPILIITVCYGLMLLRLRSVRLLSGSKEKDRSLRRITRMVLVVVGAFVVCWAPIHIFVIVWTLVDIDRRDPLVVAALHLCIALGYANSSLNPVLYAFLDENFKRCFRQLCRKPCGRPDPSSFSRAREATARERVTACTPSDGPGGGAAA
phage Ecoli inh – E. coli growth loss with phage present; growth absorbance; inhibition, % at 11.9 µM; hit rate 0.26% among 360,000; in the data active = inhibition above about 11%
PKA-R1A act – PKA-R1A complex activation; hit rate 0.083% among 340,000; P00514+P68181; PKA-R1A dissociation, Cy5-IP20 fluorescence polarization; scaled: DMSO 0%, 113 µM cGMP 100%; activation, % at 11.4 µM; AID 504707;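 active = percent activation above the mean of all tested compounds plus 3 SD, cut at about 19% in these data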;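 also: higher means more PKAc released from R1A so a rise in polarization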
SUMO Mot1 rescue – SUMOylation pathway inhibition by Mot1-301 growth rescue. S. cerevisiae Mot1-301 growth rescue, ATP luminescence, 38.5C; percent above DMSO median, 100 means doubled. growth rescue, % at 18.8 µM. hit rate 1% among 320,000. AID 2716;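 active = every valid replicate shows activation above 250% relative to neutral control wells; inactive = the rest, any valid replicate at or below 250%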;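 also: OY570 slx delta 5 strain wells were the positive control but not used for scaling; some compounds called inactive have numbers as strong as hits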
PKA-R2B act – activates the human PKA-R2B holoenzyme complex. P22694+P31323. PKA-R2B holoenzyme dissociation, Cy5-IP20 fluorescence polarization; R2B truncated from residue 108, S112A mutant; 0% DMSO only, 100% 113 µM cGMP. hit rate 0.079% among 340,000. activation, % at 11.4 µM. AID 504700;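 active = activation above a cutoff set at the mean over all compounds plus 3 SD, cut at about 18% in these data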;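 also: higher means more holoenzyme dissociation and a rise in polarization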
Tat export inh – inhibitors of E. coli Tat protein transport; inhibition, % at 10 µM; E. coli MC4100 TorA-mCherry Tat export, fluorescence; AID 488895; hit rate 0.036% among 340,000;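 active = mean replicate inhibition at least 50% and at least half of replicates individually reaching 50%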;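 also: exported cargo escapes ClpAP degradation while cytoplasmic cargo is degraded and loses fluorescence; 0% = median of neutral control wells and 100% = median of NaSCN control wells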
OPRM1-OPRD1 inv – mu-delta opioid heterodimer inverse agonism | AID 504357 | hit rate 0.21% among 340,000 | cell-based MOR-DOR heterodimer luminescence | inhibition, % at 9.3 µM | P35372+P41143; in the data active = inhibition above about 22%, passing the limit was not always enough;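 also: 0% = cells with DMSO and 100% = wells without cells with DMSO; values of inactives mirror those of a sister screen read the other way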
E coli growth – bacterial growth inhibition, counter-screen for AddAB inhibitors; inhibition, % at 11.9 µM; E. coli V3065 growth, OD600 absorbance, 18 h; hit rate 0.27% among 330,000;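 active = inhibition above the campaign's mean inhibition across all tested compounds plus 3 SD, cut at about 9.9% in these data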;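 also: uninfected addAB+ strain grown without phage in ampicillin broth; 0% = DMSO wells and 100% = ciprofloxacin 0.95 µg/ml wells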
AddAB inh – less growth of phage-infected E. coli with AddAB; E. coli expressing H. pylori AddAB, absorbance growth; inhibition, % at 11.9 µM; AID 435030; hit rate 0.29% among 330,000; in the data active = inhibition above about 12%;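 also: 0% = vehicle wells of infected cells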
HTR5A inv ag – inverse agonist of human HTR5A in OPRM1-OPRD1 counter-screen | P47898 | inhibition, % at 9.3 µM | hit rate 0.083% among 340,000 | HTR5A cell line, luminescence, inverse agonism; in the data active = inhibition mostly above about 23%, no sharp cut-off; inactive = mostly below about 18%;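 also: 0% = cells with DMSO and 100% = no-cell wells with DMSO; some compounds called inactive have numbers as strong as hits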
PfHsp90 set2 – inhibits growth of yeast expressing Plasmodium falciparum Hsp90; hit rate 0.32% among 310,000; inhibition, % at 9.4 µM; S. cerevisiae expressing PfHsp90, BacTiter-Glo ATP, 48 h; yeast lacking PDR1 and PDR3 efflux regulators;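 active = every replicate shows inhibition above about 80%, whatever the replicate mean, limit read from the data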;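 also: 0% = DMSO neutral controls and 100% = 20 µM radicicol positive controls; yeast relying on Plasmodium falciparum Hsp90 in place of its own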
Starred values were filed as active, the others as inactive; nt = not tested or not shown.

SMILES	MOR-DOR ag	phage Ecoli inh	PKA-R1A act	SUMO Mot1 rescue	PKA-R2B act	Tat export inh	OPRM1-OPRD1 inv	E coli growth	AddAB inh	HTR5A inv ag	PfHsp90 set2
Cc1ccccc1Nc1cc(C)c2c(O)cccc2n1	-2.2	0.8	-14	-2	-2	-1	12	2.7	1.5	-5	6
CCOc1ccc(-n2nc3ccc(N)cc3n2)cc1	4.0	0.9	13	8	0	4	-20	nt	nt	-3	-19
CC(=O)c1cc(-c2ccccc2)n(CCC(=O)NC2CCCCC2)c1C	-1.3	0.2	-2	nt	-3	7	7	-1.6	0.4	-19	-5
CCOC(=O)c1ccccc1NC(=O)COc1cc(=O)n(CC)c2ccccc12	-0.2	0.3	5	-13	-5	-2	1	0.0	2.8	-25	nt
N/C(CSc1ccccn1)=N\OCc1c(Cl)cccc1Cl	-1.9	2.7	3	112	-1	5	9	-1.4	2.2	-14	-16
COc1ccc(C(=O)Nn2c(SCC(=O)NC3CCCC3)nc3ccccc3c2=O)cc1	0.7	-0.2	1	5	7	5	-3	2.2	1.9	0	-9
CC(C)(C)c1ccc(C(=O)Nc2nnc(Cc3c[nH]c4ccccc34)s2)cc1	8.1	4.3	-10	8	-7	-4	-43	0.9	-1.0	-53	-7
CC(C)(C)C(=O)Nc1cc2c3c(c1)CC(=O)N3CCC2	-1.6	-0.9	-1	1	-3	-2	8	1.4	1.3	-8	14
COc1ccc(OC)c(NC(=O)C(=O)c2cn(CC(=O)N3CCCC3)c3ccccc23)c1	-0.3	2.2	-16	235	2	23	2	1.4	-2.1	-61	10
CCOc1ccc(S(=O)(=O)NCCC(=O)NCC(c2ccc(F)cc2)N2CCOCC2)cc1 (stereo unspecified)	0.2	-4.3	5	-11	-9	7	-1	-1.5	-0.2	20	1
COC(=O)c1c(NC(=O)CN2C(=O)NC(CCc3ccccc3)C2=O)sc2c1CCCCC2 (stereo unspecified)	2.0	0.1	-3	10	-3	-4	-10	-2.7	-2.0	-17	-1
Cc1cc2cc(CNC(=O)CCC(=O)O)ccc2n1C	0.6	1.7	6	-8	7	0	-3	-2.0	-0.3	-2	0
COc1ccc(-c2cc(C(=O)NCCCN3CCOCC3)c3ccccc3n2)cc1OC	2.2	4.8	2	-3	-7	-2	-12	0.3	0.6	-2	-4
COC(=O)Cc1c(C)c2ccc(OC(=O)c3ccccc3)cc2oc1=O	-0.6	2.6	3	-12	-3	2	3	-1.4	0.6	20	-12
Cc1cccc(NC(=O)Nc2cc(C)cc(C)n2)c1	2.0	3.7	0	15	-10	5	-14	-1.4	0.0	-9	4
Cc1cc(C)c2cc(C(=O)Nc3ccc(C)c(F)c3)[nH]c2c1	3.0	2.4	5	340*	-2	-10	-14	nt	nt	-13	-8
CCOC(=O)C1CCCN(C(=O)c2ccc(CS(=O)(=O)c3ccc(C)cc3)o2)C1 (stereo unspecified)	-1.1	nt	4	149	-8	3	5	-2.3	1.7	-10	27
O=C(CN1CCN(c2ccc(F)cc2)CC1)c1ccc2c(c1)OCO2	-2.1	3.5	7	-17	-3	-6	11	2.2	3.5	9	19
CCOc1ccc(/C(O)=C2/C(=O)C(=O)N(c3ncccn3)C2c2ccc(C)cc2)cc1 (stereo unspecified)	-1.6	1.1	-2	-11	-2	5	8	0.8	7.3	-3	8
O=C(CN1CCN(c2ccccn2)CC1)Nc1cccc(C(F)(F)F)c1	-2.1	3.9	-10	1	-2	2	12	-3.5	1.3	-64	nt
Cc1[nH]c(C(=O)O)c(C#N)c1C(=O)c1ccccc1	-5.0	2.1	-4	-11	6	-6	22	0.0	-1.4	4	14
CC(C)OC(=O)CSc1nnc(-c2ccccn2)n1-c1ccccc1	-2.0	1.8	2	308	-9	-1	11	0.0	2.2	0	4
O=C(c1cccs1)N1CCN=C1SCc1ccccc1	-3.0	0.0	-12	2	-11	-3	16	-1.4	2.5	7	7
CC(=O)Nc1ccc(S(=O)(=O)N(C)CC(=O)N/N=C/c2cccs2)cc1	-3.0	3.5	-2	-4	-11	6	16	0.2	3.5	15	-7
OCCC1CN(Cc2cccc3nccnc23)CCN1C1CCCC1 (stereo unspecified)	-2.2	2.6	4	122	0	-2	11	1.6	4.3	13	13
CN(C)S(=O)(=O)c1cccc(NC(=O)CNC2CCCCC2)c1	-2.4	1.7	-8	-10	-12	-4	12	-0.3	1.5	-5	14
O=C(COc1ccc(F)cc1)N(CC1=CCS(=O)(=O)C1)c1ccccc1	-2.5	4.2	5	-7	7	1	15	1.2	3.9	-5	11
O=C(NCc1cccs1)[C@@H]1CCCN1S(=O)(=O)c1ccccc1F	-3.1	3.0	-3	nt	-3	-11	15	nt	nt	-2	10
CN=C1S/C(=C\c2c(OC)cc(OC)cc2OC)C(=O)N1C	1.9	0.5	11	-14	5	3	-10	-0.1	4.4	-4	-6
CCOC(=O)/C=C1\NC2(CCCCC2)Cc2cc(OC)c(OC)cc21	1.2	1.6	7	8	2	-10	-7	3.9	3.5	1	6
COc1ccc(C(=O)NCC(=O)Nc2cccc(S(=O)(=O)N3CCCC3)c2)cc1	-0.1	0.0	-4	-11	-8	-2	0	-1.1	0.7	1	-9
Cc1cnc(NC(=O)[C@H](C)N2C(=O)C3CCCCC3C2=O)s1 (stereo partly specified)	1.4	1.7	-5	23	-10	-2	-7	0.4	2.0	8	nt
Cc1cccc(NC(=O)Cn2cnc3sc(C)c(S(=O)(=O)N4CCC(C)CC4)c3c2=O)n1	0.5	3.0	8	8	5	-2	-3	1.5	-0.7	-10	-15
CN(C1CCCCC1)S(=O)(=O)c1ccc(SCC(=O)NC(C)(C)C)nc1	-0.7	0.0	2	11	4	-6	3	-0.3	1.4	3	2
CC(C)(C)CC(C)(C)NCC(O)COc1c(F)cc(Br)cc1F (stereo unspecified)	5.2	3.6	4	-14	2	-6	-26	3.5	3.9	-21	9
Cc1ccc(/C=N/NC(=O)c2nnn(-c3nonc3N)c2C(C)C)s1	-1.9	0.7	-2	-3	1	-8	10	1.5	3.7	5	-13
O=C(N/C(=C\c1ccccc1)C(=O)N1CCOCC1)c1ccccc1Br	-3.8	-0.1	2	-2	6	-7	20	1.2	1.7	-9	10
CC(C)CCn1nnnc1CN1CCN(C(c2ccccc2)c2ccccc2)CC1	1.4	-0.5	-20	-32	-3	27	-7	-0.4	-1.4	-11	-9
Cc1ccc(C(=O)OCC(=O)NC(=O)c2ccc(C(C)(C)C)cc2)c(O)c1	-3.2	2.8	-4	4	1	-2	16	-0.9	1.7	23	-31
CCOC(=O)Nc1ccc2c(c1)nc(CN1CCCCC1)n2C	-0.4	nt	2	-12	-2	1	2	-2.4	-0.3	2	nt

A draw from above in order of molecular weight, smallest number first.
SMILES	MOR-DOR ag	phage Ecoli inh	PKA-R1A act	SUMO Mot1 rescue	PKA-R2B act	Tat export inh	OPRM1-OPRD1 inv	E coli growth	AddAB inh	HTR5A inv ag	PfHsp90 set2
O=C(c1cccs1)N1CCN=C1SCc1ccccc1	-3.0	0.0	-12	2	-11	-3	16	-1.4	2.5	7	7
CC(=O)Nc1ccc(S(=O)(=O)N(C)CC(=O)N/N=C/c2cccs2)cc1	-3.0	3.5	-2	-4	-11	6	16	0.2	3.5	15	-7
COc1ccc(-c2cc(C(=O)NCCCN3CCOCC3)c3ccccc3n2)cc1OC	2.2	4.8	2	-3	-7	-2	-12	0.3	0.6	-2	-4

Going on with the list:
SMILES	MOR-DOR ag	phage Ecoli inh	PKA-R1A act	SUMO Mot1 rescue	PKA-R2B act	Tat export inh	OPRM1-OPRD1 inv	E coli growth	AddAB inh	HTR5A inv ag	PfHsp90 set2
CC(=O)c1ccccc1Oc1ncnc(N)c1[N+](=O)[O-]	-2.7	1.0	-5	11	-16	-1	12	1.2	0.6	3	-6
CC1CCc2c(nc3ncnn3c2NCCN(C)C)C1 (stereo unspecified)	-0.9	-1.3	0	-11	-13	2	4	1.1	4.0	6	-7
O=C(Nc1c(-c2ccccc2)nc2c(Br)cc(Br)cn12)c1ccco1	-0.7	0.9	1	-3	3	-3	4	0.5	1.1	-1	11
CCOC(=O)/C=C1\SCC(=O)N1CC(O)CN1C(=O)CS/C1=C\C(=O)OCC	-3.0	nt	-15	-5	2	-7	12	2.5	1.7	-1	18
O=C1C2C(C(=O)N1Cc1cccnc1)C1C=CC2C12CC2 (stereo unspecified)	1.9	5.7	-6	10	1	-5	-11	-0.4	1.0	6	-26
CCOc1ccccc1NC(=O)Nc1ccc(OC)nc1	-2.2	0.0	-8	-3	0	-3	10	nt	nt	3	12
Cc1oc(-c2ccc(Cl)cc2)nc1CS(=O)CC(=O)NC1CCCC1 (stereo unspecified)	-1.4	0.2	-11	-3	0	0	7	-1.9	-1.5	-22	1
OC1(c2ccccc2)c2ccccc2-c2ncccc21 (stereo unspecified)	-0.4	4.2	3	-19	2	-1	2	-0.8	3.2	2	-5
O=C(NCc1ccc(Cl)cc1)C1CCN(S(=O)(=O)c2cc([N+](=O)[O-])ccc2Cl)CC1	18	3.1	2	199	4	-6	-115	-0.5	-0.2	-2	12
Cc1cccc(NC(=O)CN2C(=O)NC(Cc3ccccc3)C2=O)c1 (stereo unspecified)	-2.7	2.1	-3	19	-6	0	13	2.5	3.2	1	-2
CCc1ccc(C(=O)OCC(=O)Nc2cccc(S(=O)(=O)NC3=NCCCCC3)c2)cc1	-0.9	0.9	-8	-13	-8	12	4	-3.8	-0.8	9	-1
CC(C)CCNC(=O)CN(C(=O)CCC(=O)Nc1nccs1)c1ccc2c(c1)OCCO2	-2.4	1.2	-6	240	5	-2	15	-0.2	3.0	-5	-17
CCCCn1c(N)c(N(CC(C)C)C(=O)c2ccc(C)c(S(=O)(=O)N3CCCCC3)c2)c(=O)[nH]c1=O	0.6	3.8	-7	9	-2	0	-4	1.6	0.1	-10	-20
COc1ccc(NC(=O)CN(C)C(=O)CCCc2nc3ccccc3c(=O)[nH]2)cc1	-1.5	0.4	-4	-10	-5	-2	10	1.9	0.3	1	-2
O=c1cc(-c2ccccc2[N+](=O)[O-])oc2ccccc12	-2.0	0.9	-5	-5	-21	8	9	0.1	1.4	-11	-3
CCSc1nc2sc3c(c2c(=O)n1-c1ccccc1)CCN(C)C3	-0.3	-0.7	6	19	10	5	1	-0.5	-3.3	-11	-5
COc1ccc(-n2c(SCC(=O)Nc3nccs3)nnc2-c2ccccc2)cc1	-2.4	-0.5	3	-16	-3	-7	13	-1.5	0.0	-17	nt
O=C1ON=C(c2ccc(Cl)c([N+](=O)[O-])c2)/C1=C/c1cccc([N+](=O)[O-])c1O	-0.6	4.2	4	140	-3	-7	3	0.0	-0.8	1	3
O=C(NNc1ccccc1)Nc1ccccc1F	1.2	0.1	-7	47	-8	-2	-9	-1.1	0.2	1	-11
O=S(=O)(Nc1cccc(-c2ccc(N3CCCCCC3)nn2)c1)c1ccc(F)cc1	3.8	3.2	1	-9	-1	11	-20	-0.1	2.4	6	-11
O=C1c2ccsc2SCCN1Cc1ccccc1Cl	0.3	2.1	-7	-7	-1	16	-2	0.0	0.9	-2	6

Assay outcomes from PubChem.
